TRHR agonist = activates the human TRH receptor | 0.18% of 360,000 active | AID 493084 | activation, % at 2 µM | TRHR cells, calcium flux fluo-8, FDSS agonist mode; in the data active = activation above about 30%; note: 0% is about no effect
Target sequence (P34981 whole entry, looked up): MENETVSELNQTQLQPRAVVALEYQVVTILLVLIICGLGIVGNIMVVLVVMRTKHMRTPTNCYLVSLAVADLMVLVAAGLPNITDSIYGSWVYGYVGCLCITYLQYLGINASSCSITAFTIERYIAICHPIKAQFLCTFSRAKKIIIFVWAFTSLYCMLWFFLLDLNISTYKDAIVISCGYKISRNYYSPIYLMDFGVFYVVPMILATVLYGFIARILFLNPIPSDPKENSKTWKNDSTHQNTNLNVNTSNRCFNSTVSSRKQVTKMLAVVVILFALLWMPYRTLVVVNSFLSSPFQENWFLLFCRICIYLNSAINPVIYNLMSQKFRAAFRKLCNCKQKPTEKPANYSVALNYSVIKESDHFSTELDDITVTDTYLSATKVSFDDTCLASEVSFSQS
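Steps: seed TRHR cells overnight; add fluo-8 no-wash Ca dye, RT 30 min–1.5 h; record 10 s baseline; pin-transfer compounds; monitor fluorescence 1 cycle/s for the agonist window. Calcium increases flag candidate agonists.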
USP1 inh = inhibitors of human USP1/UAF1 deubiquitinase; recombinant USP1/UAF1, Ub-Rhodamine cleavage fluorescence; Potency, µM (highest dose often 57.1 µM), for inactives: top-dose activity change, negative = inhibition, actives largely listed as inhibitors; 0.23% of 390,000 active; O94782; AID 743255; note: potency is the fitted concentration of half-maximal effect; % is set by controls: 0 for no effect and ±100 for the full control effect; nearly all actives have a fitted effect of over 60% in size; inactives centre near -12
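USP1/UAF1 complex at 1 nM was preincubated with compound for 15 min at room temperature, then Ub-Rho substrate (150nM final) was added. Fluorescence (480/540 nm) was read kinetically, 6 reads every 60 seconds.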
TrxR1 substrate = is turned over as a substrate by rat TrxR1. O89049. purified TrxR1 substrate turnover, NADPH consumption readout. Potency, µM (doses to about 114 µM), for the others: at the highest dose activity change, negative = substrate turnover. 0.01% of 390,000 active; note: potency is the fitted concentration of half-maximal effect; % is set by controls: 0 for no effect and ±100 for the full control effect; nearly all actives have a fitted effect of over 50% in size
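Rat TrxR1, dispensed at 90 nM, was prereduced with 400 uM NADPH (final) for 5 min at ~22 deg C, then incubated with compound 15 min before 400 uM selenite. A first-read NADPH fluorescence drop versus no-compound background flagged substrates.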
Pin1 inhibitor = blocks the human prolyl isomerase Pin1 | Pin1 FP peptide displacement, HiFluor488, 10 min | 0.009% of 390,000 active | Potency, µM (titrated, usually from 115 µM), for the others: at the highest dose activity, negative = inhibition, usual class: inhibitors; active = well fitted inhibition curve with a large enough effect in the polarisation, with a control signal flat, not every such curve was filed as active; inconclusive = small, poorly fitted or top-dose-only effect, or effect the other way, or a change in a side signal; inactive = no such curve, though single readings can be large or run the other way; the % refers to the polarisation; note: potency is the fitted concentration of half-maximal effect; % is set by controls: 0 for no effect and ±100 for the full control effect
Target sequence (Q13526 whole entry, looked up): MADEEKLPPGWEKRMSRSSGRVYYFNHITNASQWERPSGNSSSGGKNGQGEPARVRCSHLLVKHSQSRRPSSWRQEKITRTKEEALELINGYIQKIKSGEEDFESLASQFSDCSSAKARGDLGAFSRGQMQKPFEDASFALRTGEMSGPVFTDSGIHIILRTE
mIDH1 inhibitor = inhibitors of human mutant IDH1 R132H; AID 602179; IDH1-R132H enzyme, NADPH consumption, diaphorase/resazurin fluorescence; Potency, µM (doses to about 76.6 µM), for the others: top-dose activity change, negative = inhibition, actives largely listed as inhibitors; 0.093% of 390,000 active; O75874; note: potency is the fitted concentration of half-maximal effect; % is set by controls: 0 for no effect and ±100 for the full control effect; nearly all actives have a fitted effect of over 65% in size
Target sequence (O75874 whole entry R132H, stated change not applied): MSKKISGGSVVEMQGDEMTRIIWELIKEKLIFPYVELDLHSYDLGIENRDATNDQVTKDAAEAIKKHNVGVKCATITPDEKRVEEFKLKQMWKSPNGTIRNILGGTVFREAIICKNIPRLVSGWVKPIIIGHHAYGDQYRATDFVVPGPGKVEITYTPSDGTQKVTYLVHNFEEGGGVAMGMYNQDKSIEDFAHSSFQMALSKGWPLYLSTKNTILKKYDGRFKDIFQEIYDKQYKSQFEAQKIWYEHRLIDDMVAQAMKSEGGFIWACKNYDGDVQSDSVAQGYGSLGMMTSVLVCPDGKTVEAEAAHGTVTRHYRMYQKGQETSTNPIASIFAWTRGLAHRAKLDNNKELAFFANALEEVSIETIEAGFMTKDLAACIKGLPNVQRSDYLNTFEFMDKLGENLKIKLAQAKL
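IDH1-R132H (0.5 ug/mL dispensed) in pH 7.5 Tris buffer was preincubated 30 min with compound, then given a substrate mix of 0.016 mM NADPH and 2 mM alpha-KG for 80 min at room temperature; remaining NADPH was read by diaphorase/resazurin fluorescence.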
D2 agonist = D2 dopamine receptor (human) agonism; P14416; HEK293 T-REx D2 cells, calcium flux agonist mode; activation, % at 2 µM; 0.53% of 340,000 active; AID 485358;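 active = activation over 3 SD above normal in the single-dose calcium agonist read, cut at about 30% in these data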; note: 0% is about no effect
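Agonism scored from kinetic calcium signal (1 read/sec, 180 s) following compound pin transfer, after a 10 s baseline. Cells: HEK293 Trex line expressing inducible D2 receptor coupled to calcium, dye-loaded after overnight culture at 30 C.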
D2 antagonist = D2 dopamine receptor (human) antagonism. HEK293 TREx D2 cells, calcium flux, dopamine EC80. inhibition, % at 10 µM. 2% of 340,000 active. AID 485344. P14416; in the data active = inhibition above about 30%; note: 0% is about no effect
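Tetracycline-induced HEK293 TREx cells expressing D2 receptor forced-coupled to calcium signalling, loaded with no-wash calcium dye. Compounds added and calcium flux read 180 s, then dopamine added at EC80 and read a further 180 s.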
rTrxR1 inhibitor = blocks rat thioredoxin reductase 1; O89049; recombinant rTrxR1, NADPH fluorescence consumption, selenite substrate; Potency, µM (highest dose often 114 µM), inactives show top-dose activity change, negative = inhibition, actives largely listed as inhibitors; 1% of 390,000 active; AID 588453; note: potency is the fitted concentration of half-maximal effect; % is set by controls: 0 for no effect and ±100 for the full control effect; nearly all actives have a fitted effect of over 65% in size
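Rat TrxR1 (90 nM in the dispensed reagent) was pre-reduced with 400 uM NADPH for 5 min at room temperature, then incubated with compound for 15 min. After 400 uM selenite was added, NADPH fluorescence (Ex 340/Em 450 nm) was followed for 8 min.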
TRHR enhancer = allosterically enhances the human TRH receptor; P34981; TRHR cells, fluo-8 calcium fluorescence, EC20 TRH enhancement; enhancement, % at 2 µM; 0.66% of 360,000 active; in the data active = enhancement above about 30%; note: 0% is about no effect
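TRHR-expressing cells loaded with fluo-8 calcium dye were read kinetically (ex 480/em 530) during compound addition, then stimulated with an EC20 of TRH (10 nM final). Enhancement of the Gq-mediated intracellular calcium response was scored.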
Active calls of the source: *; [ ] = remark or other dose. Unless noted, calls come from the whole dose curve; as a rule, active = well fitted inhibition curve with a large enough effect; inconclusive = small, poorly fitted or top-dose-only effect; inactive = no such curve, though single readings can be large or run the other way. These rows are one share of the data, so the mix of outcomes need not match the whole.

Screening Cc1ccc(NC(=O)Cn2c(=O)n(CCC(=O)NC3CCN(Cc4ccccc4)CC3)c(=O)c3ccccc32)cc1 returned TRHR agonist -0.2, USP1 inh -27%, TrxR1 substrate 5%, Pin1 inhibitor -9%, mIDH1 inhibitor -1%, D2 agonist -0.6, D2 antagonist 12, rTrxR1 inhibitor 12% and TRHR enhancer -10.
`O=C(NCc1cccnc1)c1ccc(S(=O)(=O)N2CCOCC2)cc1` gave TRHR agonist -0.3, USP1 inh 5%, TrxR1 substrate 7%, Pin1 inhibitor -7%, mIDH1 inhibitor 0%, D2 agonist -1.6, D2 antagonist 9, rTrxR1 inhibitor 19% and TRHR enhancer 27.
Screening COc1cc(/C=N/O)ccc1OCc1ccc(C(=O)O)cc1 returned TRHR agonist -0.4, USP1 inh -15%, TrxR1 substrate -6%, Pin1 inhibitor -4%, mIDH1 inhibitor 4%, D2 agonist -1.2, D2 antagonist 1, rTrxR1 inhibitor -2% and TRHR enhancer 5.
For COc1ccc(C(CNC(=O)c2ccc(Cl)s2)N2CCOCC2)cc1 (stereo not drawn) the results were TRHR agonist -0.2, USP1 inh -10%, TrxR1 substrate 1%[57.1 µM], Pin1 inhibitor -2%, mIDH1 inhibitor 0%, D2 agonist 0.2, D2 antagonist -6, rTrxR1 inhibitor 17% and TRHR enhancer 6.
For CC(C)c1ccc(NC(=O)C2CCN(c3nc(-c4ccc(C(C)C)cc4)no3)CC2)cc1 the results were TRHR agonist 0.5, USP1 inh -17%, TrxR1 substrate -3%[57.1 µM], Pin1 inhibitor 2%, mIDH1 inhibitor -25%, rTrxR1 inhibitor 11%[57.1 µM] and TRHR enhancer 7.
Cc1ccc(S(=O)(=O)c2cc(C#N)c(=O)[nH]c2N)cc1 was read as USP1 inh -19%, TrxR1 substrate 8%[57.1 µM], Pin1 inhibitor inconclusive, mIDH1 inhibitor -6% and rTrxR1 inhibitor 0%[57.1 µM].
For COc1cccc(N2CCN(Cc3cc(=O)oc4cc(C)ccc34)CC2)c1 the results were TRHR agonist -1.0, USP1 inh -19%, TrxR1 substrate -7%, Pin1 inhibitor 10%, mIDH1 inhibitor 0%, D2 agonist -0.4, rTrxR1 inhibitor 10% and TRHR enhancer 1.
For Cn1nc(C(F)(F)F)c(C#N)c1N1CCN(c2ccccc2F)CC1 the results were TRHR agonist -0.1, USP1 inh 1%, TrxR1 substrate -8%, Pin1 inhibitor 6%, mIDH1 inhibitor 2%, D2 agonist -0.7, D2 antagonist -15, rTrxR1 inhibitor -14% and TRHR enhancer -5.
Screening CN(C)c1ccc(C(CNS(=O)(=O)c2ccc(F)cc2)N2CCCC2)cc1 (stereo not drawn) returned TRHR agonist -1.2, USP1 inh 0%, TrxR1 substrate -3%[57.1 µM], Pin1 inhibitor 0%, mIDH1 inhibitor 0%, D2 agonist -3.7, rTrxR1 inhibitor 1%[57.1 µM] and TRHR enhancer -1.
Cc1ccc(S(=O)(=O)NCc2ccccc2)cc1C(=O)NC1CCC(C)CC1 (stereo not drawn) was read as TRHR agonist -0.6, USP1 inh -15%, TrxR1 substrate -2%, Pin1 inhibitor 2%, mIDH1 inhibitor 0%, D2 agonist -0.3, D2 antagonist -7, rTrxR1 inhibitor 14% and TRHR enhancer -3.
S=c1[nH]cc(-c2ccccc2)n1-c1ccccc1 was read as TRHR agonist -2.4, USP1 inh -4%, TrxR1 substrate -4%, Pin1 inhibitor -12%, mIDH1 inhibitor 2%, D2 agonist -1.4, D2 antagonist 12, rTrxR1 inhibitor -22% and TRHR enhancer 8.
COc1ccccc1NC(=O)c1c(C)oc2c1CCCC2 was read as TRHR agonist -0.6, USP1 inh inconclusive, TrxR1 substrate -25%[57.1 µM], Pin1 inhibitor -5%, mIDH1 inhibitor 0%, D2 agonist -0.6, D2 antagonist 4, rTrxR1 inhibitor 4%[57.1 µM] and TRHR enhancer -1.
CS(=O)(=O)c1ccc(C2=C(c3ccccc3)C(=O)OC2)cc1 was read as USP1 inh -26%, TrxR1 substrate -5%, Pin1 inhibitor 0%, mIDH1 inhibitor -3% and rTrxR1 inhibitor 2%.
For O=C(Nc1ccccc1)c1ccc(Cl)c(S(=O)(=O)Nc2ccccc2)c1 the results were TRHR agonist -1.1, USP1 inh -22%, TrxR1 substrate 9%[11.4 µM], Pin1 inhibitor 6%, mIDH1 inhibitor 0%, D2 agonist 0.6, rTrxR1 inhibitor 14% and TRHR enhancer -9.
`Cc1nnc(SC(C)C(=O)N2CCc3ccccc32)s1` (stereo not drawn) gave TRHR agonist -0.7, USP1 inh -18%, TrxR1 substrate 6%[57.1 µM], Pin1 inhibitor -2%, mIDH1 inhibitor -3%, D2 agonist -1.1, D2 antagonist 8, rTrxR1 inhibitor 6%[57.1 µM] and TRHR enhancer -3.
Screening COc1cc2nc(C3CCC3)n(NC(=O)c3ccco3)c(=O)c2cc1OC returned TRHR agonist 1.2, USP1 inh -9%, TrxR1 substrate 1%, Pin1 inhibitor 2%, mIDH1 inhibitor 16%, D2 agonist -0.2, D2 antagonist 4, rTrxR1 inhibitor 3% and TRHR enhancer 5.
`CC(C)CN(C(=O)CN(C)S(=O)(=O)c1ccc(Cl)cc1)C1CCS(=O)(=O)C1` (stereo not drawn) gave TRHR agonist 0.0, USP1 inh -19%, TrxR1 substrate -1%, Pin1 inhibitor -4%, mIDH1 inhibitor 6%, D2 agonist 0.3, D2 antagonist -12, rTrxR1 inhibitor -1% and TRHR enhancer 3.
COc1ccc(NC(=O)COC(=O)C2CC2)cc1S(=O)(=O)N1CCCCC1 was read as TRHR agonist -0.1, USP1 inh -8%, TrxR1 substrate 1%, Pin1 inhibitor 6%, mIDH1 inhibitor 7%, D2 agonist 0.1, D2 antagonist -29, rTrxR1 inhibitor 9% and TRHR enhancer 4.
For O=C(CCN1C(=O)[C@H]2CC=CC[C@H]2C1=O)NCc1nc(-c2ccccc2)no1 the results were TRHR agonist -0.1, USP1 inh -3%, TrxR1 substrate 9%[57.1 µM], Pin1 inhibitor -15%, mIDH1 inhibitor -7%, rTrxR1 inhibitor 7%[57.1 µM] and TRHR enhancer 0.
`CCN(CC)C(=O)C1CCCN(c2ccc([N+](=O)[O-])cc2[N+](=O)[O-])C1` (stereo not drawn) gave TRHR agonist -0.3, USP1 inh -15%, TrxR1 substrate -3%[57.1 µM], Pin1 inhibitor 4%, mIDH1 inhibitor 1%, D2 agonist -0.1, D2 antagonist -18, rTrxR1 inhibitor 8% and TRHR enhancer -10.
Screening O=C(c1ccccc1SCc1ccccc1)N1CCOCC1 returned TRHR agonist -0.2, USP1 inh -4%, TrxR1 substrate 3%, Pin1 inhibitor -3%, mIDH1 inhibitor 5%, D2 agonist 1.7, D2 antagonist 12, rTrxR1 inhibitor 10%[57.1 µM] and TRHR enhancer 0.
CC1CCCN(C(=S)SCC(=O)O)C1 (stereo not drawn) was read as TRHR agonist -0.2, USP1 inh 4%, TrxR1 substrate -6%, Pin1 inhibitor 0%, mIDH1 inhibitor -2%, D2 agonist 0.1, D2 antagonist -12, rTrxR1 inhibitor -2% and TRHR enhancer -3.
Screening Cc1ccc(Cl)c(OCC(=O)Nc2ccccc2C(=O)NC2CC2)c1 returned TRHR agonist -0.4, USP1 inh -18%, TrxR1 substrate 11%, Pin1 inhibitor -3%, mIDH1 inhibitor 0%, D2 agonist 0.6, D2 antagonist 6, rTrxR1 inhibitor 31% and TRHR enhancer -6.
Screening OCCN1CCN(CC(O)COCCOc2ccc(Br)cc2)CC1 (stereo not drawn) returned TRHR agonist 0.3, USP1 inh -16%, TrxR1 substrate 12%, Pin1 inhibitor -9%, mIDH1 inhibitor 10%, D2 agonist 0.1, D2 antagonist 17, rTrxR1 inhibitor 23% and TRHR enhancer 2.
CCN1CCN(C(=O)c2cc(=O)c3cc(C)ccc3o2)CC1 was read as TRHR agonist 0.7, USP1 inh -8%, TrxR1 substrate 8%, Pin1 inhibitor -5%, mIDH1 inhibitor -5%, D2 agonist -1.0, D2 antagonist 9, rTrxR1 inhibitor 31% and TRHR enhancer 6.
Screening CCCCCCC(=O)N1CCN(c2cc3c(cc2F)c(=O)c(C(=O)O)cn3CC)CC1 returned USP1 inh -1%, TrxR1 substrate 1%[11.4 µM], Pin1 inhibitor -8%, mIDH1 inhibitor 1% and rTrxR1 inhibitor -25%[11.4 µM].
For O=C(Nc1nc2ccc(F)cc2s1)C1CCN(S(=O)(=O)c2cc([N+](=O)[O-])ccc2Cl)CC1 the results were TRHR agonist 0.2, USP1 inh -12%, TrxR1 substrate -16%, Pin1 inhibitor -21%, mIDH1 inhibitor 11%, D2 agonist 0.8, D2 antagonist 15, rTrxR1 inhibitor inconclusive and TRHR enhancer -5.
`Nc1nc(SCC(=O)Nc2ccccc2)[nH]c(=O)c1-c1ccccc1` gave TRHR agonist 0.8, USP1 inh -8%, TrxR1 substrate 18%, Pin1 inhibitor -2%, mIDH1 inhibitor 3%, D2 agonist 0.1, D2 antagonist 1, rTrxR1 inhibitor 21% and TRHR enhancer -6.
`O=C(Nc1cccc2ccccc12)c1ccccc1Cl` gave TRHR agonist -2.7, USP1 inh -18%, TrxR1 substrate 0%, Pin1 inhibitor -2%, mIDH1 inhibitor 0%, D2 agonist -3.6, D2 antagonist -5, rTrxR1 inhibitor 22% and TRHR enhancer 2.

Random excerpt: two records from the list
Screening CCCCCCC(=O)N1CCN(c2cc3c(cc2F)c(=O)c(C(=O)O)cn3CC)CC1 returned USP1 inh -1%, TrxR1 substrate 1%[11.4 µM], Pin1 inhibitor -8%, mIDH1 inhibitor 1% and rTrxR1 inhibitor -25%[11.4 µM].
`O=C(Nc1cccc2ccccc12)c1ccccc1Cl` gave TRHR agonist -2.7, USP1 inh -18%, TrxR1 substrate 0%, Pin1 inhibitor -2%, mIDH1 inhibitor 0%, D2 agonist -3.6, D2 antagonist -5, rTrxR1 inhibitor 22% and TRHR enhancer 2.
